DDE Tn6 FP inh = DD(E)-Tn6 binding inhibition, primary FP screen | P02675 | Fibrin DD(E) TRITC-Tn6 fluorescence polarization displacement | inhibition, % at 8.3 µM | 0.21% of 370,000 active;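 active = inhibition above a per-campaign cutoff: mean of compounds within control limits plus 3 SD, cut at about 15% in these data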;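 note: 0% = median of all compound wells on the plate and 100% = blocking peptide control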
Target sequence (P02675 whole entry, looked up): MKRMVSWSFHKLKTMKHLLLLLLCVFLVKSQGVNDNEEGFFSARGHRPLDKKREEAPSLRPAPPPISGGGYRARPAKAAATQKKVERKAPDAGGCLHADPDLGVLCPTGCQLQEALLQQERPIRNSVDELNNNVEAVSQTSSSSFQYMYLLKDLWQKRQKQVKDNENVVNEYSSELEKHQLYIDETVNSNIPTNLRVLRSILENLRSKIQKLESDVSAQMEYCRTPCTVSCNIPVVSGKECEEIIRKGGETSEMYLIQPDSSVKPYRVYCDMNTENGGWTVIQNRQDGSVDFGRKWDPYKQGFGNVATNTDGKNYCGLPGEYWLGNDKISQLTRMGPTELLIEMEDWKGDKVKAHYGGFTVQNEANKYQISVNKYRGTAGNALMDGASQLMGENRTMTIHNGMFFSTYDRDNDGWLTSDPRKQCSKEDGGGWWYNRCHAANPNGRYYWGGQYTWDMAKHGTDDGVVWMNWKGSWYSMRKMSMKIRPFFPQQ
TDP2 absorb = TDP2 (human) inhibition, absorbance primary screen. recombinant TDP2, T5PNP hydrolysis, p-nitrophenol absorbance 415 nm. inhibition, % at 12.8 µM. 0.34% of 370,000 active. AID 720702. O95551;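 active = inhibition above the mean of all tested compounds plus 3 SD, set per campaign, cut at about 25% in these data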;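 note: 0% = DMSO with enzyme and 100% = buffer with substrate but no TDP2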
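Test system: human TDP2 enzyme; Input: 120 nM TDP2 per well; Buffer or medium: Mg2+-containing Tris-HCl buffer, pH 7.5; Reagent: 5 mM T5PNP; Dosing: 12.8 µM single point, 1% DMSO; Incubation: reaction 2 h, 37 °C; Detection: p-Nitrophenol epi absorbance; Read-out: % inhibition relative to enzyme-containing and enzyme-free wells; Replicates: single well per compound.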
PLC-beta3 inh = PLC-beta3 (human) inhibition, primary screen; Q01970; Purified PLC-beta3, fluorogenic substrate, fluorescence; inhibition, % at 12.2 µM; 0.18% of 370,000 active; AID 720704; in the data active = inhibition above about 11%;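 note: 0% = median of compound wells on plate and 100% = full blocker control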
SIAE primary = inhibitors of human sialic acid acetylesterase SIAE; 0.69% of 370,000 active; inhibition, % at 9.66 µM; SIAE FP-Rh probe binding, fluorescence polarization; AID 1053197;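 active = inhibition above a cutoff: mean of compounds within the control limits plus 3 SD of those, cut at about 17% in these data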;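 note: 0% = plate median of compound wells and 100% = probe without SIAE protein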
ARFGAP1 inh = inhibits rat ARF GTPase activating protein 1. Q62848. Arfgap1-stimulated ARF1 GTP hydrolysis, GDP FP detection. inhibition, % at 16.5 µM. 0.26% of 360,000 active;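 active = inhibition above a per-plate limit, mean inhibition of low control wells plus 3 SD, cut at about 25% in these data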;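 note: 0% = DMSO wells with enzyme and 100% = wells lacking Arfgap1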
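Assay system: purified rat His6-Arfgap1 residues 1-136 (GAP domain); Reagent: human Δ17 ARF1 bound to GTP; Dosing: 16.5 µM single point, 1.26% DMSO; Times: GTP hydrolysis reaction 2 h at 25 °C; Signal: FP, GDP Alexa 633 tracer displaced from anti-GDP antibody, 620/688 nm; Measure: % inhibition from polarization.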
PLCg1 inh = inhibitors of human phospholipase C gamma1; P19174; purified PLC-gamma1, fluorogenic substrate, fluorescence; 0.84% of 370,000 active; inhibition, % at 12.2 µM; in the data active = inhibition above about 9.5%
ADAM17 inh = inhibits human ADAM17. P78536. recombinant ADAM17, EDANS/DABCYL FRET peptide cleavage. inhibition, % at 6.95 µM. 0.83% of 370,000 active;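 active = inhibition above the mean of compounds lying between control limits plus 3 SD, set per campaign, cut at about 8.5% in these data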;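 note: 0% = DMSO-only wells as the low control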
ADAM10 inh = inhibits human ADAM10. O14672. recombinant ADAM10, EDANS/DABCYL FRET peptide cleavage, 3 h. inhibition, % at 7 µM. 0.62% of 370,000 active;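 active = inhibition above a per-campaign cutoff equal to the mean of compounds falling between control-based bounds plus 3 SD, cut at about 20% in these data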;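 note: 0% = DMSO wells while the 100% control is not disclosed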
Target sequence (O14672 214-748 limits assumed): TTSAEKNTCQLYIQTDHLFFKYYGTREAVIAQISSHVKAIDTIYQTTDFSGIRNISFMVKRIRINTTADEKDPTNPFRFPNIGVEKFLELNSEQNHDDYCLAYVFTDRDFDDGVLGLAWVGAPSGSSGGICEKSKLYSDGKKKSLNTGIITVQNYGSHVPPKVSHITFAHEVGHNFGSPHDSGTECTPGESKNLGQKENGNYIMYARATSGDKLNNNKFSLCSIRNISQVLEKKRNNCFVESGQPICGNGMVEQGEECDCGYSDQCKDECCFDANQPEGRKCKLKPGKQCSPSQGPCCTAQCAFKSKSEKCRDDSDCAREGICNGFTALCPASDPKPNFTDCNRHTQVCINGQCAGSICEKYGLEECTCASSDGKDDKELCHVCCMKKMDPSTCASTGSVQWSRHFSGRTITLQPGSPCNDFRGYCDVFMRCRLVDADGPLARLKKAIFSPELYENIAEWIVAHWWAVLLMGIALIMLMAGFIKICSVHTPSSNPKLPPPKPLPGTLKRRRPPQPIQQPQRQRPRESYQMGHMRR
Tn7 DDE FP = disrupts Tn7 cyclic peptide binding to fibrin D-Dimer-E complex. 0.13% of 370,000 active. FP displacement of FITC-Tn7 peptide from fibrin DD(E); 0% = median of compound wells per plate. inhibition, % at 8.3 µM;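 active = inhibition above the mean of compounds falling within the control limits plus 3 SD of them, cut at about 14% in these data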;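 note: 0% = plate median of compound wells and 100% = 10 µM Aha-Tn7 peptide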
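Assay system: Human fibrin DD(E) protein | Medium: Tris buffer with calcium and detergent, pH 7.8 | Reagent: 0.1 µM fluorescent Tn7 | Compound dosing: Single point at 8.3 µM | Times: 10 min preincubation, 3 h with tracer, room temperature | Detection: Fluorescence polarization of the labelled Tn7 tracer | Controls: Aha-Tn7 high control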
ASAP1 inh = blocks human ASAP1-stimulated Arf1 GTP hydrolysis; Q9ULH1; GDP FP detection; inhibition, % at 16.5 µM; 0.19% of 360,000 active; AID 624377; in the data active = inhibition above about 25%;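 note: 0% = vehicle with enzyme and substrate and 100% = no enzyme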
An asterisk follows results filed as active; i = inactive; / = no result given.

SMILES	DDE Tn6 FP inh	TDP2 absorb	PLC-beta3 inh	SIAE primary	ARFGAP1 inh	PLCg1 inh	ADAM17 inh	ADAM10 inh	Tn7 DDE FP	ASAP1 inh
COc1ccc(CC(NC(=O)c2ccccc2)C(=O)NCC(=O)O)cc1 (stereo not given)	-3	-5	1	8	0	-1	-3	3	1	5
Cc1cccc(C)c1NC(=O)C(c1ccccc1OC(F)(F)F)N1CCC(c2ccccc2)CC1 (stereo not given)	1	3	1	-8	11	3	-4	-6	5	0
C=CCNC(=O)c1onc(CSc2ccccc2F)c1C(=O)O	0	-1	-2	3	1	-3	-2	-1	2	2
COc1ccc(NC(=O)CCN2CCN(Cc3ccccc3)CC2)c(OC)c1	-5	-4	-2	6	6	4	0	0	-6	-8
O=C(Cn1c(-c2cncs2)nc2ccccc21)NCc1ccccc1	2	9	-1	1	-1	-3	-8	-6	5	0
COc1ccc(/C=C2\SC(=Nc3ccccc3Cl)NC2=O)c(OC)c1	2	0	-1	-2	8	-3	-3	-9	11	1
COc1ccc(N(CC(=O)Nc2cc(Cl)ccc2C)S(=O)(=O)c2c(C)n[nH]c2C)cc1	-7	-21	-3	-7	-5	13*	3	16	3	7
Cc1cc(NS(=O)(=O)c2ccc(NC(=O)C(C)Oc3ccc4c(C)cc(=O)oc4c3)cc2)no1 (stereo not given)	2	2	-11	-2	5	-5	-23	-54	3	-11
CCOCCCNC(=O)CN1C(=O)C(CC)Oc2ccccc21 (stereo not given)	-3	-8	4	-11	13	5	-3	9	7	1
Cc1nnsc1S(=O)(=O)Cc1ccccc1C(F)(F)F	-2	-8	-3	-1	7	-1	0	-3	1	4
O=c1[nH]c(=O)n(C2OC(CO)C(O)C2O)cc1Br (stereo not given)	-6	-3	0	6	1	4	2	3	-7	-4
CCOC(=O)c1sc(=S)n(-c2ccccc2Cl)c1C	2	4	-2	3	-5	3	2	3	2	-1
CCc1ccc(OCCCC(=O)Nc2nnc(C3CCCO3)s2)cc1 (stereo not given)	-2	10	-13	-5	5	-2	-5	0	-4	3
Clc1cc(/C=N\NC2=NCCN2)cc(Cl)n1	2	1	-1	3	8	2	2	7	-4	-3
CC1=C(C(=O)Nc2ccc(F)c(F)c2)C(c2cccs2)NC(=S)N1 (stereo not given)	-2	-12	-1	-4	7	-1	0	-2	-6	-4
O=C1c2ccccc2C(Nc2ccccc2F)N1c1cccnc1 (stereo not given)	-5	7	2	5	-7	0	-1	-1	2	0
Cn1nc(C(F)(F)F)c(-c2ccc(F)cc2)c1NC(=O)c1ccco1	4	1	-2	0	-3	3	1	2	-6	-10
O=C(NCC1CCCCC1)c1cccc(-c2ccc(O)cc2)c1	-5	12	-5	0	8	0	3	19	-4	3
CC1CCCCC1NC(=O)Cn1cnc2ccccc2c1=O (stereo not given)	-2	-1	-1	1	-1	2	-5	-13	-2	-3
Cc1ccc(-c2noc(CCC(=O)N(C)c3ccccc3C)n2)cc1	0	4	0	-2	-1	-2	0	5	4	-9
CCOC(=O)C(=O)Cc1cccnn1	1	12	-43	8	9	-31	-8	-24	-8	-11
O=C1CCCN1CCCNc1ccc2nnc(CCC(=O)N3CCN(c4ccccc4)CC3)n2n1	12	11	-19	-1	-1	-3	-3	-3	-5	6
O=C(c1ccoc1)N1CCN(c2cc(-c3ccncc3)nc3cc(-c4cccc(Cl)c4)nn23)CC1	-7	10	i	-19	10	-380	-65	-328	-1	6
CCn1nc(NS(=O)(=O)c2ccccc2)c2cc3cccc(C)c3nc21	3	-7	-7	0	8	-4	-2	5	-5	6
Cc1ccn(-c2n[nH]c(C)c2[N+](=O)[O-])n1	-5	1	0	-3	-2	-1	-3	-3	2	2

Profiles from above.
Cc1ccc(-c2noc(CCC(=O)N(C)c3ccccc3C)n2)cc1 is entered as DDE Tn6 FP inh: 0; TDP2 absorb: 4; PLC-beta3 inh: 0; SIAE primary: -2; ARFGAP1 inh: -1; PLCg1 inh: -2; ADAM17 inh: 0; ADAM10 inh: 5; Tn7 DDE FP: 4; ASAP1 inh: -9
O=C(Cn1c(-c2cncs2)nc2ccccc21)NCc1ccccc1 is entered as DDE Tn6 FP inh: 2; TDP2 absorb: 9; PLC-beta3 inh: -1; SIAE primary: 1; ARFGAP1 inh: -1; PLCg1 inh: -3; ADAM17 inh: -8; ADAM10 inh: -6; Tn7 DDE FP: 5; ASAP1 inh: 0

For convenience, 3 of the compounds above.
SMILES	DDE Tn6 FP inh	TDP2 absorb	PLC-beta3 inh	SIAE primary	ARFGAP1 inh	PLCg1 inh	ADAM17 inh	ADAM10 inh	Tn7 DDE FP	ASAP1 inh
O=C(c1ccoc1)N1CCN(c2cc(-c3ccncc3)nc3cc(-c4cccc(Cl)c4)nn23)CC1	-7	10	i	-19	10	-380	-65	-328	-1	6
CCn1nc(NS(=O)(=O)c2ccccc2)c2cc3cccc(C)c3nc21	3	-7	-7	0	8	-4	-2	5	-5	6
Cc1ccn(-c2n[nH]c(C)c2[N+](=O)[O-])n1	-5	1	0	-3	-2	-1	-3	-3	2	2

The listing picks up; the 2 compounds before the break are reprinted first.
SMILES	DDE Tn6 FP inh	TDP2 absorb	PLC-beta3 inh	SIAE primary	ARFGAP1 inh	PLCg1 inh	ADAM17 inh	ADAM10 inh	Tn7 DDE FP	ASAP1 inh
CCn1nc(NS(=O)(=O)c2ccccc2)c2cc3cccc(C)c3nc21	3	-7	-7	0	8	-4	-2	5	-5	6
Cc1ccn(-c2n[nH]c(C)c2[N+](=O)[O-])n1	-5	1	0	-3	-2	-1	-3	-3	2	2
COc1c(C)cc(Br)cc1C(=O)O	7	10	-2	4	-17	-4	-5	0	-2	-10
CC1CN(C(=O)c2ccc(OC3CCN(Cc4ccccn4)CC3)cc2)CCN1C (stereo not given)	-1	1	-5	4	-4	-3	-4	-8	1	-7
O=C(NC1CCCc2ccccc21)c1ccc(S(=O)(=O)N2CCOCC2)cc1 (stereo not given)	-2	4	5	0	-7	1	1	12	2	-10
COC(=O)c1cc(C(=O)Nc2cccc(C)n2)cc([N+](=O)[O-])c1	2	-8	2	0	-7	2	-9	-17	2	-10
CC(=O)NC1C(=O)N(CCN2CCOCC2)c2ccc(F)cc21 (stereo not given)	-4	32*	-7	-2	5	0	2	-7	-1	-18
COc1ccc(C(=O)Nc2ccncc2)cc1[N+](=O)[O-]	2	-6	0	-7	8	3	0	-5	3	3
O=C(COC(=O)c1ccc([N+](=O)[O-])s1)NCc1ccc(F)cc1	-2	59*	5	1	-7	6	-1	3	-5	-1
O=C(Nc1cc(Cl)ccc1-n1cncn1)c1cc(S(=O)(=O)N2CCOCC2)ccc1F	4	-5	-7	1	7	1	-5	-8	-3	2
COc1ccc(S(=O)(=O)c2c(O)c3ccc(C(=O)Nc4ccccc4)cc3[nH]c2=O)cc1	-7	-2	-9	-6	5	-2	-6	-13	-3	-7
CSc1nc2ccc(S(=O)(=O)N3CCCCC3)cc2s1	7	-2	2	1	11	0	0	1	4	9
O=C(COc1ccccc1Cl)Nc1ccc(CN2CCCCC2)cc1	2	-1	-134	-2	12	-3	-6	0	10	-8
COc1ccc(CCNC(=O)c2cc(-c3ccccc3)on2)cc1OC	-4	-3	2	-2	4	1	-2	-11	-4	-9
Cc1ccc(C(=O)NC2CCCCN(Cc3ccccc3C)C2=O)cc1 (stereo not given)	-4	4	2	-4	/	2	1	-3	3	/
Cc1ccc(C(=O)O/N=C(\N)c2ccc(C(F)(F)F)cn2)cc1	0	-7	-6	4	4	1	-4	-1	-5	-8
O=C(CCS(=O)(=O)c1ccccc1)Nc1nnc(C(F)(F)F)s1	-1	-2	1	-6	3	-1	-1	-3	-10	5
O=C(O)c1cc2ccccc2cn1	2	2	-4	4	0	-6	-2	-9	-4	-18
COc1ccc(OCCCC(=O)ON=C(N)c2ccccc2C)cc1	5	-3	-12	1	5	-5	0	-1	5	4
CC(Sc1nc2c(c(=O)n(C)c(=O)n2C)n1Cc1cc2c(cc1Cl)OCO2)C(=O)O (stereo not given)	2	2	-2	-4	6	0	-1	2	-7	-5
COc1ccc([N+](=O)[O-])cc1NC(=O)Cn1ccsc1=N	0	-2	2	-2	4	3	-5	-7	-10	6
CC(C)CC1Nc2ccc(C(=O)NCCCN3CCCCC3C)cc2NC1=O (stereo not given)	3	-9	-29	3	-11	-7	-37	-116	-2	7
CC(C)CCn1cnc2c(oc3nc4c(cc32)CCCC4)c1=O	0	6	-5	1	-5	2	0	-4	1	-7
COc1cccc(-c2nc3ccc(C(=O)NC(C)Cc4cccnc4)cc3o2)c1 (stereo not given)	-6	-20	-15	-6	13	-10	-56	-117	0	19
CC(C)C[C@@H](CN1CCCC1CN1C(=S)NC[C@@H]1Cc1ccc(O)cc1)N1C[C@H](Cc2ccccc2)N(CCc2ccccc2)C1=S (stereo not given in full)	11	-3	6	-6	4	2	0	1	11	8
Cc1ccccc1S(=O)(=O)NCc1ccc(N2CCN(C)CC2)cc1	-4	5	1	-3	-9	4	-4	-7	5	-2
COC(=O)C1=CNC=C(C(=O)OC)C1c1ccccc1Cl	10	-9	i	-3	9	i	i	i	6	-4
O=C(c1cc2ccccc2c(=O)o1)N1CCCCCC1	2	3	-4	12	-2	-1	-5	-10	1	-2
Cc1ccc(C)c(-n2c(-c3cccnc3)n[nH]c2=S)c1	5	15	0	4	-3	0	-4	4	0	-3

Some values from the list:
In DDE Tn6 FP inh, COc1c(C)cc(Br)cc1C(=O)O reads 7
In ADAM17 inh, CC1CN(C(=O)c2ccc(OC3CCN(Cc4ccccn4)CC3)cc2)CCN1C (stereo not given) reads -4
In ADAM17 inh, CC(C)CCn1cnc2c(oc3nc4c(cc32)CCCC4)c1=O reads 0
In ADAM10 inh, O=C(COc1ccccc1Cl)Nc1ccc(CN2CCCCC2)cc1 reads 0
In PLCg1 inh, O=C(c1cc2ccccc2c(=O)o1)N1CCCCCC1 reads -1
In DDE Tn6 FP inh, Cc1ccc(C(=O)NC2CCCCN(Cc3ccccc3C)C2=O)cc1 (stereo not given) reads -4

The order is random (roughly 3.6% active in at least one column).
